# Myeloid diff MLP = induction of myeloid progenitor differentiation, primary screen, cell-based, flow cytometry, MLPCN library. calls only at 10 µM. 360,000 tested, 1% active. ER-HoxA9 myeloid progenitors, lysozyme-GFP differentiation;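 active = normalized GFP-positive differentiation at or above the plate's own cutoff, the solvent-only control mean plus 3 SD; inconclusive = no clear call, values can overlap the other calls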;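 also: cells exposed to compound for four days before flow analysis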
# AID2073 = inhibitors of Mint1-CaV2.2 protein interaction, biochemical, HTRF (AID 2073); Voltage-dependent N-type calcium channel subunit alpha-1B (Homo sapiens); HTRF protein-protein interaction, Mint1-CaV2.2; higher % means a stronger effect; inhibition, % at 20 µM, or IC50 in µM where a hit was titrated; 290,000 tested, 0.19% active; in the data active = inhibition mostly above about 51%, no sharp cut-off; inconclusive = no clear call, values can overlap the other calls; inactive = mostly below about 53%; also: some results filed as inactive read as strong as hits
# Siah-1 displacement = Siah-1 peptide-binding antagonists, primary screen, biochemical, fluorescence polarization, rhodamine-plectin, uHTS (AID 1817); E3 ubiquitin-protein ligase SIAH1 (Homo sapiens); Siah-1 / rhodamine-plectin peptide fluorescence polarization; higher % means a stronger effect; displacement, % at 20 µM, or IC50 in µM where a hit was titrated; 290,000 tested, 0.02% active;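 active = displacement of at least 50% at 20 µM, with a fluorescence ratio check between 0.3 and a set limit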;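 also: plate controls were Siah plus tracer with DMSO for no effect and tracer alone without Siah for full effect; strong numbers were not always called active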
# HIV peptide binding = inhibitors of HIV fusion peptide binding, primary screen, biochemical, uHTS, fluorescence dequenching (AID 1986). inhibition, % at 20 µM, or IC50 in µM where a hit was titrated. cell-free peptide binding, fluorescence dequenching, 30 min; higher % means a stronger effect. 290,000 tested, 0.3% active; in the data active = inhibition mostly above about 52%, no sharp cut-off; inactive = mostly below about 76%; also: some results filed as inactive read as strong as hits
# NS5 inhibitors = Dengue-2 NS5 methyltransferase inhibitors, primary screen, biochemical, confirmation dose response (AID 588689) | Genome polyprotein (Dengue virus type 2 (strain 16681-PDK53)) | Dengue-2 NS5 methyltransferase capping enzyme assay, biochemical; higher % means a stronger effect | one-dose inhibition, % at 25 µM; IC50 in µM for titrated hits | 340,000 tested, 0.3% active; in the data active = a potency from the dose series; inconclusive = inhibition above about 29% without an active follow-up result
# LYP phosphatase = inhibitors of LYP phosphatase, biochemical, fluorescence intensity, uHTS (AID 1779) | Tyrosine-protein phosphatase non-receptor type 22 (Homo sapiens) | recombinant LYP phosphatase, fluorescence intensity; higher % means a stronger effect | inhibition, % at 11.5 µM; hits with a dose series show IC50 in µM | 290,000 tested, 0.054% active;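 also: plate controls were vehicle with enzyme for no effect and no enzyme for full effect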
# XIAP antagonists = XIAP antagonists, biochemical, IAP family, fluorescence polarization (AID 1018); XIAP BIR domain, fluorescence polarization peptide displacement; higher % means a stronger effect; E3 ubiquitin-protein ligase XIAP (Homo sapiens); displacement, % at 20 µM; hits with a dose series show IC50 in µM; 200,000 tested, 0.007% active; in the data active = displacement above about 50%; also: a part of the inactive calls stands beside numbers as strong as those of hits
# Lipid droplet = inhibitors of hepatocyte lipid droplet formation, primary screen, imaging, high-throughput imaging, BODIPY stain | AML12 mouse hepatocytes, oleate lipid droplets | inhibition, % at 6.5 µM | 240,000 tested, 0.4% active | AID 1656, 2009;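 active = lipid droplet intensity inhibited by at least 50%, with more than 500 cells counted; inconclusive = wells with under 300 cells, treated as cytotoxic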
#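 Assay system: AML12 mouse liver cells | Compound dosing: One dose, 6.5 µM compound | Read-out basis: Droplet intensity reduction, % inhibition | Measured by: Fluorescence imaging, 20x objective, two fields per well | Schedule: Overnight treatment with compound plus oleate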
# NOD2 inhibition = NOD2 signaling inhibitors, cell-based, luminescence, uHTS, HEK293 (AID 1566) | one-dose inhibition, % at 4 µM; EC50 in µM for titrated hits | 290,000 tested, 0.63% active | HEK293 NOD2/NF-kB luciferase reporter, luminescence; higher % means a stronger effect; also: many of its hits are not listed in these tables
# Lipid droplet cells 6.5 µM = second read-out of Lipid droplet, no call of its own (marks repeat the call); cell count; measured here: cell count, cytotoxicity flag;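 cells counted across two imaged fields per well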
# NS5 inhibitors pilot replicate = recorded beside NS5 inhibitors, whose call it bears; inhibition, %; measured here: pilot screen replicate inhibition
# Myeloid diff MLP GFP+ MAC1+ % = second read-out of Myeloid diff MLP, no call of its own (marks repeat the call); GFP+ MAC1+ double positive, %; measured here: differentiation confirmed by MAC1 staining
# * = called active by the depositor; i = inactive; ? = inconclusive; . = no result given. Rule as the data show it, unless noted: active = inhibition above about 50%; inactive = the rest.
SMILES,Myeloid diff MLP,Myeloid diff MLP GFP+ MAC1+ %,AID2073,Siah-1 displacement,HIV peptide binding,NS5 inhibitors,LYP phosphatase,XIAP antagonists,Lipid droplet,Lipid droplet cells 6.5 µM,NOD2 inhibition,others
CN(C)c1ccc(C(=O)Nc2ccc(S(=O)(=O)NC3=NCCCCC3)cc2)cc1,i,0.2,9%,6%,0.9%,-10%,-4%,-1.9%,.,.,9%,NS5 inhibitors pilot replicate=-5.6
COC(=O)c1sccc1N/N=C/c1cccc(OC)c1O,i,0.5,-3%,0%,-5.2%,-6%,-10%,-8.0%,1,699,16%,
Cc1cc(=O)[nH]c(N/N=C/c2ccc(-c3ccc([N+](=O)[O-])cc3)o2)n1,i,0.5,-4%,-8%,-4.4%,-17%,-7%,.,5,788,-3%,
N#CCCNc1ccc(OCCC#N)cc1,i,1.1,0%,6%,0.1%,13%,-2%,1.7%,.,.,-11%,
CC(=O)n1cc([C@@H]2C=C(C(=O)O)O[C@H](OCc3ccc(CO)cc3)C2)c2ccccc21,i,1.1,9%,0%,3.0%,-6%,-3%,-17%,7,729,1%,
O=C(c1ccco1)N1CCC(c2ccccc2)C1 (centres undefined),i,0.9,38%,-1%,1.2%,-2%,-2%,-3.0%,.,.,6%,
O=C(COc1ccccc1O)N1CCN(C(=O)c2ccco2)CC1,i,0.9,-8%,-1%,-1.0%,3%,-1%,-4.7%,-3,732,6%,
O=C(Nc1ccccn1)N1CCOCC1,i,1.1,5%,0%,2.4%,0%,2%,-6.3%,-2,706,-3%,NS5 inhibitors pilot replicate=-1.8
O=c1cc(O)c2ccccc2[nH]1,i,0.2,1%,2%,0.2%,-1%,-5%,-6.9%,10,703,1%,
COc1ccc(C2CC(=O)C3=C(C2)Nc2ccccc2N(C(=O)CCC(=O)O)C3c2ccc(F)cc2)cc1 (centres undefined),i,0.1,7%,2%,3.0%,-7%,2%,.,.,.,-4%,

# The list goes on; the last 2 above are carried over.
SMILES,Myeloid diff MLP,Myeloid diff MLP GFP+ MAC1+ %,AID2073,Siah-1 displacement,HIV peptide binding,NS5 inhibitors,LYP phosphatase,XIAP antagonists,Lipid droplet,Lipid droplet cells 6.5 µM,NOD2 inhibition,others
O=c1cc(O)c2ccccc2[nH]1,i,0.2,1%,2%,0.2%,-1%,-5%,-6.9%,10,703,1%,
COc1ccc(C2CC(=O)C3=C(C2)Nc2ccccc2N(C(=O)CCC(=O)O)C3c2ccc(F)cc2)cc1 (centres undefined),i,0.1,7%,2%,3.0%,-7%,2%,.,.,.,-4%,
CC(NC(=O)c1cccc(C(F)(F)F)c1)C(c1ccccc1)N1CCOCC1 (centres undefined),i,0.0,0%,-2%,-1.4%,-6%,-8%,-4.0%,2,722,-3%,
O=C(NC1CCCc2ccccc21)c1cccnc1 (centres undefined),i,0.4,1%,-1%,0.2%,-2%,-13%,-5.4%,.,.,14%,
C=CCn1c(SCC(=O)NC(C)(C)C)nnc1-c1ccccc1O,i,5.9,2%,1%,1.0%,-6%,-5%,-7.4%,22,846,-4%,
O=C(Cn1c(=O)sc2ccccc21)Nc1nc2c(s1)CCCC2,i,0.5,0%,-5%,-4.2%,-4%,0%,-0.1%,33,763,-43%,
CC(C)CC(NS(=O)(=O)c1cccc(C(=O)O)c1)C(=O)O (centres undefined),i,0.2,5%,4%,1.5%,1%,-8%,0.7%,0,714,-8%,
O=[N+]([O-])c1cccc(Cl)c1CSc1ccccn1,i,0.2,4%,1%,-0.6%,0%,-3%,-2.2%,4,682,6%,
Nc1nc(CSc2nc3ccccc3s2)nc(N2CCCCC2)n1,i,1.6,15%,3%,-1.1%,4%,-4%,-7.1%,.,.,9%,
CCCOc1ccc(Cc2c(COCC)[nH]c(=S)[nH]c2=O)cc1,i,0.0,-3%,10%,-0.3%,.,2%,-0.5%,-12,740,12%,
CCn1ncc(C2=NOC(C(=O)Nc3ccccc3C(=O)OC)C2)c1C (centres undefined),i,7.4,3%,3%,-2.2%,3%,-2%,-3.1%,-4,774,14%,
C(=C\c1ccco1)/C=N/n1cnnc1,i,0.7,63%,6%,0.4%,21%,-13%,-6.0%,.,.,2%,
COC(=O)c1c(C)nn(-c2ccccc2)c1-n1cccc1,i,0.8,0%,1%,-1.0%,-5%,-4%,-6.4%,.,.,15%,
Cc1cc(=O)[nH]c2ccc(S(=O)(=O)N3CCOCC3)cc12,i,0.4,0%,-7%,0.8%,-6%,-17%,.,-10,811,15%,
Brc1ccc(C2=CC(c3ccco3)n3ncnc3N2)cc1 (centres undefined),i,0.8,10%,1%,1.7%,?,-9%,-6.9%,2,713,7%,
Cc1cc(N2C(=O)C(O)=C(C(=O)c3ccco3)C2c2ccc(O)cc2)no1 (centres undefined),.,.,-1%,2%,1.4%,-1%,2%,-21%,.,.,-14%,
Cc1ccc(/C=N/NC(=O)C(c2ccncc2)N2CCOCC2)cc1 (centres undefined),i,0.6,6%,-1%,1.9%,11%,2%,.,-12,706,-7%,
O=C(/C=C/c1ccc([N+](=O)[O-])cc1)N1CCN(c2ccccc2F)CC1,i,1.8,18%,-2%,1.9%,-2%,-7%,-4.9%,-5,746,-12%,
CSCCC(NS(=O)(=O)c1ccccc1F)C(=O)N1CCCCCCC1 (centres undefined),i,0.4,-1%,0%,-1.1%,1%,-9%,.,-25,615,-3%,
CC(=O)c1c(N2CCN(C(=O)c3ccco3)CC2)nc(=S)n(-c2ccccc2)c1C,i,10,-8%,4%,1.9%,3%,0%,0.6%,5,719,5%,
Cc1ccccc1OCc1n[nH]c(=S)n1-c1cccc(Cl)c1,i,0.2,-27%,-8%,-0.6%,.,-13%,.,0,847,11%,
N#CCOc1ccc2oc(-c3ccco3)cc(=O)c2c1,.,.,32%,-3%,5.4%,.,-12%,-5.1%,39,711,-16%,
CCC(C)NC(=O)CNC(=S)N(Cc1ccc(F)cc1)C1CCCCC1 (centres undefined),.,.,-14%,-3%,0.5%,-4%,1%,-9.5%,-7,685,-66%,
O=C(Nc1cccc(C(=O)N2CCN(c3ccc(F)cc3)CC2)c1)c1ccccc1,i,0.2,-6%,2%,-2.3%,3%,-3%,-6.9%,-5,705,10%,
O=C(Oc1ccc2c3c(c(=O)oc2c1)CCC3)c1ccccc1[N+](=O)[O-],.,.,8%,7%,-1.1%,.,-8%,0.1%,-2,652,19%,
COc1ccc(C(=O)NC(Cc2c[nH]c3ccccc23)C(=O)O)cc1 (centres undefined),i,0.7,13%,-3%,-0.7%,1%,-3%,.,4,806,0%,
CCc1c(O)cc2n(c1=O)-c1ccccc1C2(C)C,i,0.6,-12%,0%,-0.7%,2%,-6%,-0.8%,-3,744,7%,
NC1=NC2(CCCCC2)N=C(Nc2ccc(Br)cc2)N1,i,0.4,33%,-2%,-3.8%,-9%,-5%,-1.7%,0,690,12%,
Cc1ccc(N2CC(C(=O)Nc3ncc([N+](=O)[O-])s3)CC2=O)cc1 (centres undefined),i,3.0,10%,-5%,2.8%,-5%,-7%,.,-2,758,9%,
CC(=O)Oc1cc2c3c(c1)/C(=C1/SC(=S)NC1=O)C(=O)N3C(C)(C)C=C2C,i,0.4,-10%,-3%,41%,17%,0%,.,-34,657,7%,
COc1cc2c(cc1NC(=O)c1cccnc1)oc1ccccc12,.,.,6%,3%,-0.7%,-18%,-2%,-10%,11,796,-3%,
COc1ccccc1C(=O)N1C(CC(=O)Nc2cc(Cl)ccc2C)C(=O)NC2CCCCC21 (centres undefined),?,.,-4%,-5%,-1.0%,20%,-11%,-3.8%,-2,756,-8%,
Clc1ccc2[nH]c3c(NCC4CCCO4)ncnc3c2c1 (centres undefined),.,.,4%,-1%,-0.4%,.,-9%,-7.0%,.,.,8%,
CCCC(=O)Nc1nnc(SCC(=O)NC2CC2)s1,i,0.0,1%,5%,-1.1%,11%,-6%,.,-2,721,1%,
Cc1cccc(NS(=O)(=O)c2c(C)n[nH]c2C)c1,i,8.9,-10%,1%,-2.5%,3%,-6%,-2.4%,.,.,11%,

# In the list so far, 12 contain a halogen.
SMILES,Myeloid diff MLP,Myeloid diff MLP GFP+ MAC1+ %,AID2073,Siah-1 displacement,HIV peptide binding,NS5 inhibitors,LYP phosphatase,XIAP antagonists,Lipid droplet,Lipid droplet cells 6.5 µM,NOD2 inhibition,others
COc1ccc(C2CC(=O)C3=C(C2)Nc2ccccc2N(C(=O)CCC(=O)O)C3c2ccc(F)cc2)cc1 (centres undefined),i,0.1,7%,2%,3.0%,-7%,2%,.,.,.,-4%,
CC(NC(=O)c1cccc(C(F)(F)F)c1)C(c1ccccc1)N1CCOCC1 (centres undefined),i,0.0,0%,-2%,-1.4%,-6%,-8%,-4.0%,2,722,-3%,
O=[N+]([O-])c1cccc(Cl)c1CSc1ccccn1,i,0.2,4%,1%,-0.6%,0%,-3%,-2.2%,4,682,6%,
Brc1ccc(C2=CC(c3ccco3)n3ncnc3N2)cc1 (centres undefined),i,0.8,10%,1%,1.7%,?,-9%,-6.9%,2,713,7%,
O=C(/C=C/c1ccc([N+](=O)[O-])cc1)N1CCN(c2ccccc2F)CC1,i,1.8,18%,-2%,1.9%,-2%,-7%,-4.9%,-5,746,-12%,
CSCCC(NS(=O)(=O)c1ccccc1F)C(=O)N1CCCCCCC1 (centres undefined),i,0.4,-1%,0%,-1.1%,1%,-9%,.,-25,615,-3%,
Cc1ccccc1OCc1n[nH]c(=S)n1-c1cccc(Cl)c1,i,0.2,-27%,-8%,-0.6%,.,-13%,.,0,847,11%,
CCC(C)NC(=O)CNC(=S)N(Cc1ccc(F)cc1)C1CCCCC1 (centres undefined),.,.,-14%,-3%,0.5%,-4%,1%,-9.5%,-7,685,-66%,
O=C(Nc1cccc(C(=O)N2CCN(c3ccc(F)cc3)CC2)c1)c1ccccc1,i,0.2,-6%,2%,-2.3%,3%,-3%,-6.9%,-5,705,10%,
NC1=NC2(CCCCC2)N=C(Nc2ccc(Br)cc2)N1,i,0.4,33%,-2%,-3.8%,-9%,-5%,-1.7%,0,690,12%,
COc1ccccc1C(=O)N1C(CC(=O)Nc2cc(Cl)ccc2C)C(=O)NC2CCCCC21 (centres undefined),?,.,-4%,-5%,-1.0%,20%,-11%,-3.8%,-2,756,-8%,
Clc1ccc2[nH]c3c(NCC4CCCO4)ncnc3c2c1 (centres undefined),.,.,4%,-1%,-0.4%,.,-9%,-7.0%,.,.,8%,

# Screens (PubChem BioAssay)

# These rows are one share of the data; the hit share may differ from the screen's.
